Tb PFK inh: T. brucei PFK enzyme inhibition; T. brucei PFK, ADP-Glo luminescence; O15648; AID 485367; Potency, µM (titrated, usually from 57.5 µM), for the others: at the highest dose activity, negative = inhibition, hits mostly inhibitors; actives 0.17% (n = 330,000);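 further: potency means the concentration at half of the fitted maximal effect; 0% = uninhibited 1x PFK enzyme wells and -100% = no-enzyme wells; nearly all actives have a fitted effect of over 60% in size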
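In TEA buffer at pH 8.0 with 5 mM MgCl2, enzyme (1.25 nM) converted F6P (0.5 mM) and ATP (0.1 mM) for 45 min at room temperature. ADP product was read by luciferase luminescence.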
KCNH2 3.1 block: blocks the human KCNH2 3.1 channel isoform; U2OS KCNH2 3.1, thallium flux FluxOr; stronger effect = lower value; AID 720553; activity change, % (tested at about 1.8 µM); actives 0.95% (n = 340,000);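 active means maximum activity change below -70%; inconclusive means maximum activity change from -70% to -50%; inactive means maximum activity change above -50%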;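 further: thallium influx rate constant from kinetic fluorescence after stimulation buffer; on the % scale 0 is the no-effect control and ±100 the full control effect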
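U2OS cells transduced with KCNH2 3.1 mutant virus (1.77 x 10^8 /mL, 4 h), plated overnight at 37 C, loaded 45 min with FluxOr dye plus Red40 quencher. Thallium flux rate constant from kinetic reads after stimulation buffer, normalised to controls.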
FLuc counter: counter-screen for miR-21 project: firefly luciferase inhibitors or activators | P08659 | purified FLuc, Km substrates, luminescence inhibition | Potency, µM (series often up to 57.5 µM), without a hit: top-dose activity change, negative = inhibition, usual class: inhibitors | actives 6.9% (n = 360,000);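 further: potency means the concentration at half of the fitted maximal effect; plate controls were vehicle for no effect and reference inhibitor for full effect; nearly all actives have a fitted effect of over 55% in size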
Target sequence (P08659 whole entry, looked up): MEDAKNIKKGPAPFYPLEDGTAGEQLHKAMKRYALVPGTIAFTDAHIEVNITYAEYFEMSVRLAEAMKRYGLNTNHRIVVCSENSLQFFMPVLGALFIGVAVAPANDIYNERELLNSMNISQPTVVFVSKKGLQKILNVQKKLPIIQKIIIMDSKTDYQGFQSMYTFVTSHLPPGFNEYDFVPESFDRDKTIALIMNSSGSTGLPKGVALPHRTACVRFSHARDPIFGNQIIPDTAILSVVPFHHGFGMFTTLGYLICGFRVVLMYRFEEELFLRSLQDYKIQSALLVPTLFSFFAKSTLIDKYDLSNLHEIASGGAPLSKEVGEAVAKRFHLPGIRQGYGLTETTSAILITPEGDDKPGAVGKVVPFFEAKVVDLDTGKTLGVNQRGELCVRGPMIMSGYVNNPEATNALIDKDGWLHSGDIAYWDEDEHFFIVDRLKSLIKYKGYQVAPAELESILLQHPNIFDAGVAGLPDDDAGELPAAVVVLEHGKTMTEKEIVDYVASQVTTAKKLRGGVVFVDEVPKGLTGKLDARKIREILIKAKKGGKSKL
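Purified P. pyralis luciferase, 10 nM final, with Km-level 10 uM D-luciferin and 10 uM ATP in 50 mM Tris acetate pH 7.5, 10 mM Mg acetate, 0.01% Tween-20, 0.05% BSA; 6-point qHTS titration about 60 µM downward; luminescence read.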
ELG1 genotox: genotoxicity induction in ELG1-luciferase HEK293T cells | HEK293T ELG1-luciferase reporter, luminescence, 16 h | Potency, µM (series often up to 46 µM), for inactives: at the highest dose activity change, positive = activation, usual class: activators | actives 1.3% (n = 330,000); further: potency means the concentration at half of the fitted maximal effect; % of control where 0% means no effect; nearly all actives have a fitted effect of over 60% in size
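HEK293T cells expressing luciferase-tagged ELG1 were exposed to compound or DMSO vehicle for 16 hr at 37 °C and 5% CO2. Luciferase activity was then measured with ONE-Glo after 30 min at room temperature.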
Coupling enz: inhibits coupling enzyme system, counter-screen for aldolase hits | actives 0.67% (n = 290,000) | activity change, negative = inhibition, % at 58.2 µM, hits read low | AID 2472 | coupling enzyme system counterscreen, AmpLite Red fluorescence; in the data active means activity change below about -30%; further: on the % scale 0 is the no-effect control and ±100 the full control effect
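Counterscreen lacking aldolase: glyceraldehyde-3-phosphate coupling-enzyme reagent preincubated 10 min at RT with compound (at 57.5 uM final), then substrate/coupling system with AmpLite Red added; fluorescence read at 525/598 nm after 20 min RT.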
uPA surface inh: cell surface uPA generation inhibition | cell surface uPA generation assay, qHTS | actives 0.31% (n = 330,000) | Potency, µM (titrated, usually from 38.3 µM), inactives show at the top dose activity change, negative = inhibition, hits mostly inhibitors | AID 540303; active means well fitted inhibition curve with a large enough effect; inconclusive means small, poorly fitted or top-dose-only effect; inactive means no such curve, though single readings can be large or run the other way; tested in mouse RAW 264.7 cells; further: potency means the concentration at half of the fitted maximal effect; on the % scale 0 is the no-effect control and ±100 the full control effect; nearly all actives have a fitted effect of over 55% in size
RORg inh: ROR gamma (mouse) transcription inhibition | Drosophila S2 Gal4-RORgamma UAS-luciferase reporter, 20 h | actives 5.4% (n = 310,000) | P51450 | Potency, µM (highest dose often 53.6 µM), for inactives: at the highest dose activity change, negative = inhibition, usual class: inhibitors; further: potency means the concentration at half of the fitted maximal effect; on the % scale 0 is the no-effect control and ±100 the full control effect; nearly all actives have a fitted effect of over 60% in size
Target sequence (P51450 whole entry, looked up, the tested form may be a part): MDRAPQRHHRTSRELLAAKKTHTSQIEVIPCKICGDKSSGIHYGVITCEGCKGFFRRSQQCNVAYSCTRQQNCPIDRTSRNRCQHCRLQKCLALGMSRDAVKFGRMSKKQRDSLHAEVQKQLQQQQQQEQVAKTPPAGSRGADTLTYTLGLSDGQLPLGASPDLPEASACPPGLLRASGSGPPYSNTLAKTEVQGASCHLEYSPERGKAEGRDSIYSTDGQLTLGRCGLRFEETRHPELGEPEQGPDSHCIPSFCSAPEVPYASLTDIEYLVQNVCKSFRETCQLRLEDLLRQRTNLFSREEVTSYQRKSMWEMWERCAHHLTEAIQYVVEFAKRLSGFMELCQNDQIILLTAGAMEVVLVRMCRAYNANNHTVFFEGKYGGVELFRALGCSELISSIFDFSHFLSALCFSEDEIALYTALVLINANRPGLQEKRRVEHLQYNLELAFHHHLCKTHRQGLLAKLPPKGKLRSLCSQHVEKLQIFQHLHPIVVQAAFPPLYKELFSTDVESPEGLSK
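Drosophila S2 cells stably expressing Gal4-DBD/mouse RORγ fusion under metallothionein promoter plus UAS-luciferase; compound 1 h, then 700 uM CuSO4 induction for 20 h at ambient temperature; inhibition read as reduced luminescence.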
Giardia kill: kills Giardia lamblia. Giardia lamblia trophozoite viability. activity change, % at 7.66 µM, hits read low. actives 0.15% (n = 340,000). AID 540267; in the data active means activity change below about -80%; inconclusive means between about -30% and that limit;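 further: parasites exposed to compound for two days anaerobically before the ATP read; on the % scale 0 is the no-effect control and ±100 the full control effect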
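Trophozoites 100 cells/well + cpd; 48 hrs, 37 deg C, anaerobic. ATPLite 1-Step added, 15-30 min RT, luminescence read (ATP-based viability).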
Rab9 prom act: activates the Rab9 promoter. Huh7 Rab9 promoter-luciferase reporter, luminescence, 24 h. actives 2.8% (n = 320,000). Potency, µM (titrated, usually from 9.22 µM), without a hit: at the highest dose activation, negative = inhibition, most hits filed as activators; further: potency means the concentration at half of the fitted maximal effect; % of control where 0% means no effect; nearly all actives have a fitted effect of over 60% in size
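Luminescence from Amplite-detected luciferase (10 minutes, ambient) reports Rab9 promoter activation. Before that, stable Rab9-luciferase Huh7 cells (1500/well, reduced-serum OP-MEM I plus 10% FBS) were exposed to compound for 24 hours at 37C.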
VP16 counter: Gal4-VP16 reporter inhibition counter-screen. Drosophila S2 Gal4-VP16 UAS-luciferase, luminescence, 20 h. Potency, µM (highest dose often 53.6 µM), without a hit: at the highest dose activity, negative = inhibition, actives largely listed as inhibitors. actives 3.5% (n = 310,000). AID 2546;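 further: Gal4-VP16 expression switched on by copper sulfate through the metallothionein promoter; potency means the concentration at half of the fitted maximal effect; on the % scale 0 is the no-effect control and ±100 the full control effect; nearly all actives have a fitted effect of over 50% in size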
NPC1 promoter act: activates the NPC1 promoter; Huh7 NPC1 promoter luciferase reporter, 24 h; Potency, µM (titrated, usually from 9.22 µM), without a hit: at the highest dose activation, most hits filed as activators; actives 2.4% (n = 320,000); AID 485313;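 further: potency means the concentration at half of the fitted maximal effect; % of control where 0% means no effect; nearly all actives have a fitted effect of over 60% in size; reporter is driven by a mutant NPC1 promoter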
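Quantitative HTS used a cell-based reporter: Huh7 cells stably bearing the NPC1 promoter upstream of luciferase were treated with compounds for 24 h, and promoter activation was read as luminescence.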
Numbers without * were called inactive; u = inconclusive; x = not tested or not shown; & = joins results of further samples; [ ] = another dose, or the depositor's remark. Unless noted, the call rests on the fitted dose curve; in most records, active means well fitted curve in the direction sought with a large enough effect; inconclusive means small, poorly fitted or top-dose-only effect, or another doubt; inactive means no such curve, though single readings can be large; an effect the other way counts as inactive or inconclusive. Not a hit list. Share with any hit: about 14%.

SMILES	Tb PFK inh	KCNH2 3.1 block	FLuc counter	ELG1 genotox	Coupling enz	uPA surface inh	RORg inh	Giardia kill	Rab9 prom act	VP16 counter	NPC1 promoter act
Cc1c(Cl)cccc1NC(=O)Cn1cnc(S(=O)(=O)N2CCCC2)c1	-7%	11	4%&4%	0%	x	2%	6%	-2	-1%	2%	-2%
CC(Sc1nnc(NC2CCCCC2)s1)C(=O)Nc1ccc2c(c1)C(=O)c1ccccc1C2=O (stereo not given)	0%	-7	u	4%	-7	-6%	-9%	15	u	0%	u
COc1ccccc1CN1CCN(Cc2ccco2)CC1	-6%	2	1%	-4%	-1	5%	1%	-9	-2%	-1%	0%
CCN(CCO)C(=O)CC1C(=O)NCCN1Cc1c(F)cccc1Cl (stereo not given)	-5%	2	-2%	1%	-1	1%	7%	2	1%	3%	-3%
O=C(COc1ccc(-n2cnnn2)cc1)NC1CCCCC1	0%	28	1%	1%	1	-3%	-3%	-5	-2%	1%	-1%
O=C(OCC(=O)N1CCC(Cc2ccccc2)CC1)c1ccccc1	-1%	20	12µM*	6%	3	-2%	36%	4	u	-8%	-14%
Cc1cc(C)c(C)c(Cn2c(CO)nc3ccccc32)c1C	-7%	-2	0%	u	-16	2%	2µM*	13	2%	u	-6%
O=c1c2c(nc3nc(COc4ccccc4)[nH]n13)CCC2	-2%	-2	u	0%	-3	1%	-29%	-12	-13%	0%	0%
COC(=O)CN1C(=S)N(c2ccc(OC)cc2)C(=O)/C1=C/c1ccc(OC)cc1	-16%	9	-1%	-6%	-1	-2%	2%	-12	-8%	-9%	1%
Cc1c(CCC(=O)N[C@@H](C)C(=O)O)c(=O)oc2cc3occ(-c4ccccc4)c3cc12	1%	0	u	1%	8	10%	-13%	-11	0%	-21%	1%
Cc1cc(C)cc(N(C(=O)CCC(=O)Nc2ccccn2)C(C(=O)NC(C)C)c2ccc(O)cc2)c1 (stereo not given)	2%	x	-2%	-2%	4	x	-22%	x	-4%	7%	-5%
CN(C)c1ccc(NC(=O)CSc2nc3ccccc3c(=O)n2C2CCCCC2)cc1	-6%	-14	0%	2%	0	9%	-15%	-1	-2%	-3%	-4%
Cc1cccc2cc(C#N)c(NCCNS(=O)(=O)c3ccc4c(c3)OCCO4)nc12	0%	-7	2%	13%	-4	x	12%	-19	0%	4%	1%
CCN(CC)CCNCc1ccc(OCc2ccc(Cl)nc2)c(OC)c1	1%	-1	-17%	0%	3	6%	-15%	-9	1%	-22%	-3%
CN1/C(=C/C2CC(=O)N(c3ccc([N+](=O)[O-])cc3)C2=O)C(C)(C)c2ccccc21 (stereo not given)	-4%	-2	-10%	-1%	3	x	-39%	3	14%	-10%	0%
O=S(=O)(c1cccs1)N1CCN(c2ccccc2)CC1	-2%	20	-1%	-2%	-2	-3%	0%	8	4%	-7%	4%
C/C=C\C=C\C(=O)Nc1cccc(C2=NOC3(C2)C[C@@H](C(N)=O)N(C(=O)C(c2ccccc2)c2ccccc2)C3)c1 (stereo not given in full)	-11%	-8	u	0%	-4	-12%	u	-4	-7%	29%	-2%
O=C(Cn1cccc1C(=O)c1ccccc1)NCc1ccccn1	-2%	-3	2%	0%	0	2%	-21%	-5	0%	-2%	-2%
COc1ccc(C(=O)NC(=S)N2CCN(c3ccccc3O)CC2)cc1	-1%	-9	x	-1%	x	-5%	x	6	x	x	x
O=[N+]([O-])c1ccc(O)c(/C=N/Nc2ccc(Cl)nn2)c1	-1%	16	u	7%	-3	-10%	1µM*	16	-5%[1.84 µM]	1.4µM*	3.2µM*
C/C(N)=C(/C#N)C(=O)COC(=O)[C@@H](NC(=O)c1ccccc1Cl)C(C)C	-3%	-22	-2%	-1%	4	8%	20%	18	0%	-1%	-4%
O=C(Nc1ccc(N2CCOCC2)cc1)c1cccc(-n2cnnc2)c1	-6%	x	u	-5%	x	3%	-13%	-9	-3%	1%	-1%
Nc1ccccc1N=Nc1ccccc1N	2%	-2	5.4µM*	u	1	u	10µM*	-14	1.6µM*	u	1.6µM*
CC(=O)Nc1ccc2nc(-c3ccc(Br)o3)[nH]c2c1	2%	-9	3.8µM*	u	-12	-3%	15%	7	3.5µM*	-6%	u
Cc1ccc(C(=O)NC(=S)NNC(=O)COc2ccccc2C)cc1	-12%	-11	-2%	3%	3	-1%	4µM*	-5	-3%	u	-5%

Other entries
SMILES	Tb PFK inh	KCNH2 3.1 block	FLuc counter	ELG1 genotox	Coupling enz	uPA surface inh	RORg inh	Giardia kill	Rab9 prom act	VP16 counter	NPC1 promoter act
CCCCC(=O)Nc1nc(-c2ccc(S(=O)(=O)N3CCOCC3)cc2)cs1	0%	0	2%	-26%	x	6%	32%	12	-5%	-20%	-5%
C=CCn1c(=O)[nH]c2cc(C(=O)N3CCN(c4cc(C)ccc4C)CC3)ccc2c1=O	0%	-6	3%	0%	1	2%	-41%	-4	-7%	u	-2%
COc1ccc(S(=O)(=O)N2CCCCCC2)cc1C(=O)N1CCN(c2ccccc2O)CC1	u	-8	4%	-4%	x	-1%	x	-3	-13%	x	-3%
COc1cc(C(=O)N/N=C/c2cccc(Oc3ccccc3)c2)ccc1O	1%	-7	17µM*	5%	-9	-8%	u	-13	4%	u	-4%
O=C(c1ccco1)N1CCN(c2ccc(N3CCCCC3)nn2)CC1	-3%	1	24µM*	u	x	-5%	x	21	3.2µM*	x	u
O=C(O)CCCN1C(=O)/C(=C\c2ccccc2OCc2ccccc2)SC1=S	7%	-2	-1%	-13%	9	-1%	17%	-4	0%	14%	-4%
O=C(COC(=O)CSCc1ccccc1)NCc1ccccc1	10%	1	2%	-1%	4	1%	5%	-8	-5%	-10%	2%
CCC1(C)Cc2c(c(=O)n(-c3ccccc3)c3ncnc(N)c23)CO1 (stereo not given)	0%	-1	0%	2%	2	1%	-7%	3	3%	2%	1%
O=C1OCCN1C(=O)[C@H]1[C@H](c2ccccc2)C(c2cccc(Cl)c2)=NN1c1ccccc1	0%	-12	x	-1%	-2	-14%	3%	27	x	7%	x
O=C(CCNS(=O)(=O)c1ccc(Br)cc1)NCCCSc1ccccc1	-3%	-3	2%	-3%	x	0%	x	4	-4%	x	1%
CCOC(=O)c1c(C)[nH]c(C(C)=O)c1C	3%	25	2%	0%	-3	-7%	-4%	-19	1%	1%	2%
CCCCn1c(CCl)nc2cc(S(=O)(=O)N3CCOCC3)ccc21	3%	-2	x	-11%	x	3%	x	18	x	x	x
Cc1ccc(-c2cc(C(=O)Nc3c(C)n(C)n(-c4ccccc4)c3=O)no2)cc1	0%	5	-17%	-2%	-2	4%	8%	9	-3%	5%	1%
COc1cccc(NC(=O)CCc2nnc3ccc(N4CCN(c5cccc(OC)c5)CC4)nn23)c1	1%	2	1%	0%	x	5%	8%	21	-16%	7%	-4%
O=C(COC(=O)c1cc(Cl)ccc1O)NC(=O)NCc1ccccc1	3%	-3	2%	-3%	x	-21%	x	u	7%	x	-1%
CC(C)[C@H](NS(=O)(=O)c1ccccc1)C(=O)OCC(=O)NC(=O)NC1CCCCC1	0%	24	x	-4%	x	-4%	x	3	x	x	x

In a second layout: five of the compounds above
| compound | Tb PFK inh | KCNH2 3.1 block | FLuc counter | ELG1 genotox | Coupling enz | uPA surface inh | RORg inh | Giardia kill | Rab9 prom act | VP16 counter | NPC1 promoter act |
| --- | --- | --- | --- | --- | --- | --- | --- | --- | --- | --- | --- |
| Cc1cc(C)cc(N(C(=O)CCC(=O)Nc2ccccn2)C(C(=O)NC(C)C)c2ccc(O)cc2)c1 (stereo not given) | 2% | x | -2% | -2% | 4 | x | -22% | x | -4% | 7% | -5% |
| CN(C)c1ccc(NC(=O)CSc2nc3ccccc3c(=O)n2C2CCCCC2)cc1 | -6% | -14 | 0% | 2% | 0 | 9% | -15% | -1 | -2% | -3% | -4% |
| Cc1cccc2cc(C#N)c(NCCNS(=O)(=O)c3ccc4c(c3)OCCO4)nc12 | 0% | -7 | 2% | 13% | -4 | x | 12% | -19 | 0% | 4% | 1% |
| CCN(CC)CCNCc1ccc(OCc2ccc(Cl)nc2)c(OC)c1 | 1% | -1 | -17% | 0% | 3 | 6% | -15% | -9 | 1% | -22% | -3% |
| CN1/C(=C/C2CC(=O)N(c3ccc([N+](=O)[O-])cc3)C2=O)C(C)(C)c2ccccc21 (stereo not given) | -4% | -2 | -10% | -1% | 3 | x | -39% | 3 | 14% | -10% | 0% |

From PubChem BioAssay
